GLP1R inv ag = qHTS of GLP-1 Receptor Inverse Agonists (Inhibition Mode) | HEK293 GLP-1R CRE-luciferase, luminescence, 24 h; GLP-1R form is constitutively active | hit rate 1.6% among 410,000 | AID 624417, 2012 | Potency, µM (doses to about 38.3 µM), for the others: at the highest dose activity change, negative = inhibition, hits mostly inhibitors | Glucagon-like peptide 1 receptor (Homo sapiens), P43220; note: potency is the fitted concentration of half-maximal effect; % is set by controls: 0 for no effect and ±100 for the full control effect; nearly all actives have a fitted effect of over 55% in size
Target sequence (P43220 whole entry, looked up): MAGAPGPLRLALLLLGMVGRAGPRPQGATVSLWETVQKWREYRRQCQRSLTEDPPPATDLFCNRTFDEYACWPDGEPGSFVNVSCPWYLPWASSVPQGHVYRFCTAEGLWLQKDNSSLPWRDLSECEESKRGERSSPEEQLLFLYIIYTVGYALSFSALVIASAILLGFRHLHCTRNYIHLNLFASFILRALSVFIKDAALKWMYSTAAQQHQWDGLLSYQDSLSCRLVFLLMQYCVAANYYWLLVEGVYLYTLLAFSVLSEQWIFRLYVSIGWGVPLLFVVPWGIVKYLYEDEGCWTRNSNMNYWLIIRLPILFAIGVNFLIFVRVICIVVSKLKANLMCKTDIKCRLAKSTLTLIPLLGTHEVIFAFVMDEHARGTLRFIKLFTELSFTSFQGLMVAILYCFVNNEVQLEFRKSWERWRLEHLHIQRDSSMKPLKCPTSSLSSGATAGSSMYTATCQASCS
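HEK293 cells stably co-expressing a cAMP-responsive luciferase reporter and constitutively active GLP-1R were seeded, incubated 12 h, then exposed to compounds for 24 h at 37 C. Luminescence was read 12 min after detection reagent; inverse agonists lower signal.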
MmCpn inh = Inhibitors of TCP-1 ring complex (TRiC) of Methanococcus maripaludis (MmCpn): qHTS; Chaperonin Mm-Cpn (Methanococcus maripaludis); purified Mm-Cpn ATPase, ADP Transcreener TR-FRET; Potency, µM (top dose mostly 76.9 µM), inactives show top-dose activity, negative = inhibition, most hits filed as inhibitors; hit rate 0.031% among 330,000; AID 504842, 2011; note: potency is the fitted concentration of half-maximal effect; % is set by controls: 0 for no effect and ±100 for the full control effect; nearly all actives have a fitted effect of over 80% in size
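Measured: ADP formation by purified Mm-CPN. Conditions: 25 nM protein, 10 uM ATP, Tris pH 7.4 with Mg2+, K+ and DTT, 37°C for 30 min. Detection: Transcreener HTRF after 30 min at room temperature.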
GLP1R cytotox = qHTS of GLP-1 Receptor Inverse Agonists: Cytotox Screen; hit rate 0.13% among 410,000; HEK293 cAMP-luciferase reporter cells, luminescence, 24 h; Potency, µM (doses to about 38.3 µM), inactives show top-dose activity change, negative = inhibition, usual class: inhibitors;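 note: loss of luciferase light is scored as toxicity; potency is the fitted concentration of half-maximal effect; % is set by controls: 0 for no effect and ±100 for the full control effect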
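Quantitative HTS format, 1536 wells, 200 cells/uL seeded. Compounds: 23 nL, 24 h, 37 °C. Detection: luciferase reagent, luminescence at 12 min RT; decreased signal taken as cytotoxic.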
aSyn rescue = qHTS of alpha-syn Inhibitors. Yeast expressing alpha-synuclein, growth rescue, BacTiter-Glo, 24 h. Potency, µM (highest dose often 46.1 µM), without a hit: at the highest dose growth rescue (activation), most hits filed as activators. hit rate 0.14% among 370,000. AID 652106, 2013; note: potency is the fitted concentration of half-maximal effect; % of control where 0% means no effect; nearly all actives have a fitted effect of over 65% in size
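Screening used galactose-induced yeast with toxic alpha-synuclein levels, exposed to compound for 24 hr at 30 deg C. Cell growth, read with BacTiter-Glo luminescence, gave the measured signal.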
PTHR1 ag = qHTS for PTHR1 Agonists: Primary Screen. Potency, µM (series often up to 115 µM), for the others: top-dose activation, most hits filed as activators. Parathyroid hormone/parathyroid hormone-related peptide receptor (Homo sapiens), Q03431. HEK293 GP2 PTHR1 cells, GloSensor cAMP luminescence, 1 h. hit rate 0.075% among 410,000; note: potency is the fitted concentration of half-maximal effect; nearly all actives have a fitted effect of over 55% in size; some results filed as inactive show a strong effect at the top dose; inactives centre near -15; many of its hits are not listed in these tables
Target sequence (Q03431 whole entry, looked up): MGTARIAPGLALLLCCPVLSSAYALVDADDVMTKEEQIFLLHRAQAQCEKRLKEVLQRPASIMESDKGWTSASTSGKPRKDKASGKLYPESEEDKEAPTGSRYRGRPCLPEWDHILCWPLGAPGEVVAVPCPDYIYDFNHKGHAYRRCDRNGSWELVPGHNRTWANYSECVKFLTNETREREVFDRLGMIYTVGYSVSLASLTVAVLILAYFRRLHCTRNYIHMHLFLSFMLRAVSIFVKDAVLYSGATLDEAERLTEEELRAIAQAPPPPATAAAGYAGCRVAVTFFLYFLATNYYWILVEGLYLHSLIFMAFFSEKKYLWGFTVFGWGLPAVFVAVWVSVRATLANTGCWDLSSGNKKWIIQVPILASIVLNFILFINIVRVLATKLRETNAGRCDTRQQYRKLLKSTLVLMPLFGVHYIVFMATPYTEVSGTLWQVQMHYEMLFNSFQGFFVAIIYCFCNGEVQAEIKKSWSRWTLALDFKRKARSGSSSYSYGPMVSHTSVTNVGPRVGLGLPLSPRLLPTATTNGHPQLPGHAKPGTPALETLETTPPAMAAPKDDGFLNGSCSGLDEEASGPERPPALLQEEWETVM
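HEK-293-derived GP2 cells expressing PTHR1 and a GloSensor cAMP reporter, 3,000/well, plated overnight, given luciferin plus IBMX (each 0.5 mM as added) for 1 h at 37 °C, then compound for 1 h at 37 °C. Luminescence was read after 15 min at room temperature.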
Abeta rescue = qHTS for compounds that reverse cellular toxicity of Amyloid beta (A-beta) peptide in yeast: Primary Screen | hit rate 0.063% among 410,000 | yeast expressing A-beta42, growth rescue, OD600, 48 h; response scale: 0% DMSO, 100% iron-clioquinol control | Potency, µM (titrated, usually from 46.1 µM), for inactives: top-dose growth rescue, actives largely listed as activators; note: potency is the fitted concentration of half-maximal effect; nearly all actives have a fitted effect of over 55% in size
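Growth rescue measured by 600 nm absorbance after 48 h yeast culture at 30 C with compound. Values normalized between DMSO and an equimolar ferric chloride plus clioquinol control.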
FUS yeast rescue = qHTS for Suppressors of FUS Proteinopathy: Primary screen using FUS-linked yeast assay. hit rate 0.24% among 390,000. Potency, µM (titrated, usually from 76.6 µM), for the others: top-dose growth rescue (activation), usual class: activators. S. cerevisiae FUS-expressing, growth rescue, OD600, 24 h. AID 1347120, 2019;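 note: potency is the fitted concentration of half-maximal effect; plate controls were DMSO vehicle for no effect and reference control for full effect; nearly all actives have a fitted effect of over 55% in size; some results filed as inactive show a strong effect at the top dose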
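Galactose (2%) drives FUS expression in yeast precultured in raffinose; seeding density OD 0.005. Test compounds incubated 24hr at 30C and 99% humidity before absorbance at 600 nm was measured.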
pAkt inh = HTS Assay for Inhibitors of Akt Phophorylation: Primary Screen; Neuro2A IGF-stimulated pAkt S473 HTRF, 20 min; hits give low values; AID 651550, 2012; activity change, % for hits at 50 µM; hit rate 0.32% among 360,000; in the data active = activity change below about -80%; inconclusive = mostly about -51% to -80%; note: % is set by controls: 0 for no effect and ±100 for the full control effect
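Neuro2A cells (4,500/well, DMEM with 0.5% FBS) were treated with compound at a single 50 µM final concentration, stimulated with 6 nM IGF for 20 min at 37 °C, and lysed. Phospho-Akt Ser473 was read by HTRF as 665/615 ratio ×10^4.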
TDP43 rescue = qHTS of TDP-43 Inhibitors | TDP-43 expressing yeast growth rescue, BacTiter-Glo, 24 h | hit rate 1.8% among 410,000 | Potency, µM (series often up to 46.1 µM), for inactives: at the highest dose growth rescue (activation), usual class: activators | AID 652104, 2013; note: potency is the fitted concentration of half-maximal effect; % of control where 0% means no effect; nearly all actives have a fitted effect of over 50% in size
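Galactose-induced TDP-43 yeast, OD600=0.02, compound pinned; 24 hr, 30 deg C; BacTiter-Glo luminescence for growth. Inhibitors of TDP-43 toxicity read as activators.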
* hit, by the source's call; i = inactive; ? = inconclusive; · = no result given; [ ] = dose if it differs, or a comment. Unless noted, calls come from the whole dose curve; as a rule, active = well fitted curve in the direction sought with a large enough effect; inconclusive = small, poorly fitted or top-dose-only effect, or another doubt; inactive = no such curve, though single readings can be large; an effect the other way counts as inactive or inconclusive.

SMILES	GLP1R inv ag	MmCpn inh	GLP1R cytotox	aSyn rescue	PTHR1 ag	Abeta rescue	FUS yeast rescue	pAkt inh	TDP43 rescue
O=C(C[n+]1ccc(/C=C/c2ccccc2)cc1)c1ccc2c(c1)OCCO2	?	-1.2%	?	0.8%	-16.3%	-2.0%	36.0%	i	-3.7%[1.82 µM]
CSc1nnc(C(C)(C)C)c(=O)n1/N=C/c1ccc(Cl)cc1	-10.5%	-1.4%	1.0%	-18.9%	i	-16.8%	9.4%	i	-27.5%
COc1cc2c(cc1NC(=O)C(C)Oc1ccc(Cl)cc1Cl)oc1ccccc12 (configuration not stated)	2.5%	·	-1.2%	·	-23.1%	-14.7%	-17.5%	·	-15.2%
C#CCn1cc(/C=N/NC(=O)c2cc3ccccc3o2)c2ccccc21	-0.5%	-2.9%	5.6%	-1.2%	i	9.8%	·	i	6.3%
CC(C)NS(=O)(=O)c1ccc(Oc2ncc(C(F)(F)F)cc2Cl)cc1	?	-0.6%	-10.5%	2.5%	-35.0%[inhibitor]	-23.7%	-2.0%	i	18.4%
CC1=CC(c2ccccc2)n2nnnc2N1 (configuration not stated)	16.1%	2.9%	-7.8%	-2.6%	-21.6%	-2.2%	1.3%	i	-9.6%[1.82 µM]
Cc1ccc(C2=NN=C(NC(=O)CSc3nncn3C)SC2)cc1	-10.9%[0.307 µM]	-4.0%	2.9%[0.307 µM]	-14.2%	-5.1%	10.6%	26.8%	i	0.0%
O=C(NCc1ccc(F)cc1)c1ccc(Cn2c(SCc3ccc(F)cc3)nc3cccnc32)cc1	0.2%	·	0.2%	·	-0.1%	-7.3%	-17.3%	·	21.8%
CCN(CC)CCOC(=O)c1c(C)oc2ccc(OC)cc12	10.2%	-1.3%	?	-0.4%	?	-6.5%	-2.8%	i	-20.6%
CCC(C(=O)Nc1c(C)cccc1C)n1c(-c2ccc(=O)[nH]c2)nc2ccccc21 (configuration not stated)	12.0%	·	-14.0%	-6.5%	i	-4.5%	3.3%	i	20.2%
Cc1sc2nc(C(C)C)nc(SCC(=O)NCc3ccco3)c2c1C	?	-6.0%	-29.6%	-11.7%	-32.1%[inhibitor][57.5 µM]	0.0%	16.1%	i	6.2%
COC(=O)c1ccc(NC(=O)NC2CCCCC2)cc1	?	-0.7%	-3.0%	2.3%	i	7.9%	9.1%	i	15.7%
COC(=O)c1cc(NC(=O)c2cc(C(C)(C)C)nn2Cc2cccc(C)c2)ccc1N1CCOCC1	?	-1.6%	-0.3%	-7.7%	-55.8%[inhibitor]	7.6%	?	i	3.6%
CCOC(=O)C(O)(C1C(=O)CC(C)(C)CC1=O)C(F)(F)F (configuration not stated)	14.7%	-4.2%	-9.1%	-3.0%	-3.7%[57.5 µM]	-12.2%	-1.0%	i	?
COc1ccccc1N1CCNC(C)C1=O (configuration not stated)	6.8%	-2.1%	-0.1%	-14.7%	i	-7.9%	-12.5%	i	25.3%
O=C(O)CCN1C(=O)C(=C2CCCCCC2)SC1=S	51.5%[activator]	-8.1%	5.6%	9.1%	?	-7.3%	11.4%	i	?
c1cc(-c2cc3cc4c(cc3cn2)OCO4)cs1	37.5%[activator]	-5.9%	-27.5%	-3.3%	-37.0%[inhibitor]	-9.8%	-12.9%	i	28.2%
Cc1cc(C)cc(S(=O)(=O)Nc2cccc(-c3ccc(N4CCOCC4)nn3)c2)c1	-14.6%	·	2.3%	·	-35.0%	-3.9%	-2.8%	·	-0.8%
Cc1cc(C)nc(Nc2cc([N+](=O)[O-])ccc2C)n1	-17.9%	-0.9%	12.2%	21.8%	-0.6%	-22.7%	20.0%	i	-13.2%[9.22 µM]
Cc1ccc(S(=O)(=O)NC(C)C(=O)Nc2ccc(C(N)=O)cc2)cc1 (configuration not stated)	-6.6%	-1.4%	-8.9%	-3.9%	-3.0%[57.5 µM]	10.1%	20.5%	i	1.4%
Nc1c(-c2nc(-c3ccc4c(c3)OCO4)cs2)c2ccccn2c1C(=O)c1ccc(Cl)cc1	5.9%	·	-12.9%	·	-16.3%	10.3%	-10.3%	·	23.9%
CCCNC(=O)c1oc2ccc3c(c2c1C)C(=O)CC(C)(C)O3	-4.3%	1.8%	-10.0%	-2.1%	-20.8%	-32.3%[inhibitor]	19.9%	i	14.1µM*
COCCN(C(=O)CSc1n[nH]c(-c2ccccc2)n1)c1c(N)n(Cc2ccccc2)c(=O)[nH]c1=O	10.6%	1.0%	21.3%	-0.4%	i	4.1%	7.9%	i	2.7%
COC(=O)c1cccc(NS(=O)(=O)c2cccs2)c1C	10.4%	·	5.5%	-5.5%	i	-5.7%	3.4%	i	0.4%
COc1ccc2oc(C(=O)N3CCCc4ccccc43)c(C)c2c1	?	-7.8%	2.1%	-15.2%	-5.4%	-15.2%	19.8%	i	15.8µM*
The listing continues:
SMILES	GLP1R inv ag	MmCpn inh	GLP1R cytotox	aSyn rescue	PTHR1 ag	Abeta rescue	FUS yeast rescue	pAkt inh	TDP43 rescue
COc1ccc(C2=NOC(C(=O)NCc3cccs3)C2)cc1OC (configuration not stated)	3.6%	0.7%	-17.5%	7.2%	?	4.3%	15.9%	i	28.1%
Nc1ccc(C(=O)c2cccs2)cc1	35.2%	-7.1%	1.8%[1.53 µM]	-0.2%	-44.6%[inhibitor]	-10.1%	-6.9%	i	-9.7%
Oc1ccc(N=Nc2n[nH]c(-c3ccc(Br)cc3)n2)cc1	1.4%	-3.5%	?	1.7%	i	10.7%	·	i	0.0%
O=C(O)c1cccc(NC(=S)N/N=C/c2ccccc2OCc2ccc(Br)cc2)c1	-29.7%	2.8%	-4.1%	1.4%	-15.8%	?	30.4%	i	1.4%[0.397 µM]
CC(=O)Nc1ccc(NC(=O)CCCCCn2nnc3ccccc3c2=O)cc1	0.4%	1.5%	2.9%	3.5%	i	-4.4%	-4.5%	i	-12.1%
Cc1cc(-c2nc(C)c(-c3nnc(SCC(=O)Nc4ccc(Cl)cc4)n3C)s2)no1	6.0%	-0.6%	0.4%	-11.7%	-14.3%	?	4.9%	i	2.2%
COc1ccc(N2C(=O)C(CC(=O)Nc3ccc(Cl)cc3)N(NC(=O)c3cccc(F)c3)C2=S)cc1 (configuration not stated)	?	0.7%	-17.3%	-4.9%	-8.7%	-2.6%	-14.3%	i	-13.8%
C[C@H](NC(=O)c1nc[nH]c1C(=O)N(C)Cc1ccccc1)c1ccccc1	17.6%	2.2%	2.5%	3.2%	i	-4.4%	-0.3%	i	?
COc1ccc(N(CC(=O)NC(C)(C)C)C(=O)CCC(=O)Nc2nccs2)c(OC)c1	-2.2%	0.6%	5.2%	-5.5%	i	2.5%	6.2%	i	5.5%
Cc1ccc2c(c1)c1c(n2CC(O)CNC(CO)(CO)CO)CCCC1 (configuration not stated)	?	-1.4%	-23.1%	5.2%	-6.4%	17.2%	-10.9%	i	13.1%
O=c1cc(N2CCCCC2)c(-c2ccccc2)nn1Cc1ccccc1Cl	?	-4.3%	-19.7%	-2.9%	-17.2%	-51.8%[inhibitor]	41.6%	i	?
CCOC(=O)N1CCN(c2ncnc3c2[nH]c2ccc(OC)cc23)CC1	-21.8%	-0.8%	?	2.6%	i	8.5%	21.8%	i	19.1%
CCC1CCCCN1C(=O)CCCOc1ccccc1 (configuration not stated)	?	-0.3%	-23.2%	14.2%	-10.2%	-13.2%	-4.7%	i	16.4%
COc1ccc(C2c3[nH]c4ccccc4c3CCN2Cc2ccoc2)c(F)c1 (configuration not stated)	4.47µM*	-3.0%	8.8%	3.3%	-9.9%	2.6%	12.8%	i	19.4%
COc1cccc(C(C(=O)NC2CCCC2)N2CCN(c3cc(C)ccc3C)CC2)c1OC (configuration not stated)	8.91µM*	·	-8.3%	10.1%	i	-1.7%	30.5%	i	-12.2%
CCN(CC)C(=O)CSc1nc2ccccc2c(=O)n1CC	3.0%	-1.0%	-2.8%	1.7%	i	-4.7%	-5.5%	i	19.8%
CCn1cc(C2=NOC(C(=O)Nc3ccc4c(c3)OCO4)C2)c(C)n1 (configuration not stated)	0.0%	-0.4%	?	-1.4%	-14.8%	2.6%	0.0%	i	-11.2%
Nc1nc(SCC(=O)Nc2ccc([N+](=O)[O-])cc2)[nH]c(=O)c1NC(=O)c1ccc(Br)cc1	19.2%	1.1%	?	-4.1%	-23.7%	4.5%	21.6%	i	-0.1%
Cc1cc(C)n(C(C)CNS(=O)(=O)c2ccc(C)c(C)c2)n1 (configuration not stated)	-0.7%	-2.4%	7.5%	-9.6%	i	1.2%	13.3%	i	-14.3%
CCCCCCCCCC[n+]1cccc2c3ccccc3ccc21	?	0.0%	10.3%	-46.0%[inhibitor]	-40.3%[inhibitor]	-89.8%[inhibitor]	27.1%	i	-70.3%[inhibitor]

Arranged by the number under PTHR1 ag (highest first): some entries from above.
compound | MmCpn inh | PTHR1 ag | pAkt inh
COc1ccc(C2c3[nH]c4ccccc4c3CCN2Cc2ccoc2)c(F)c1 (configuration not stated) | -3.0% | -9.9% | i
CCC1CCCCN1C(=O)CCCOc1ccccc1 (configuration not stated) | -0.3% | -10.2% | i
Cc1cc(C)cc(S(=O)(=O)Nc2cccc(-c3ccc(N4CCOCC4)nn3)c2)c1 | · | -35.0% | ·

Source: PubChem (National Center for Advancing Translational Sciences (NCATS))

A portion of the library (hit frequency here may not be typical).
